# Scp-1 inhibitor: Scp-1 phosphatase inhibitors, primary screen, biochemical, colorimetric, uHTS | Carboxy-terminal domain RNA polymerase II polypeptide A small phosphatase 1 (Homo … | Recombinant Scp1, phosphopeptide, malachite green phosphate absorbance | 340,000 tested, 0.88% active | inhibition, % at 20 µM;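 active = inhibition above about 50% at 20 µM, limit read from the data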;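 note: plate controls were DMSO wells with enzyme for no effect and wells lacking enzyme for full effect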
# Target sequence (Q9GZU7 76-261 limits assumed): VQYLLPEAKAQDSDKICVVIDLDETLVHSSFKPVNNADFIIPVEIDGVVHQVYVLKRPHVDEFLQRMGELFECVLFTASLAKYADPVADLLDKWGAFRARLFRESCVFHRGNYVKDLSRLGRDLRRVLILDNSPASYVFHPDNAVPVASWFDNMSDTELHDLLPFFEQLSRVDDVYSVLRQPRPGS
#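 Test system: SCP-1 phosphatase catalytic domain, residues 76-261 | Compound dosing: One concentration, 20 µM, with 1.0% DMSO | Schedule: 45 min room-temperature reaction, 5 min colour, 30 min stabiliser | Detection: Absorbance at 630 nm | Read-out basis: % inhibition of SCP-1 phosphate liberation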
# TbMetRS inhib: T. brucei MetRS inhibitors, primary screen, biochemical, luminescence. methionyl-tRNA synthetase (Trypanosoma brucei brucei). purified T. brucei MetRS, ATP depletion, Kinase-Glo luminescence. inhibition, % at 11.9 µM. 360,000 tested, 0.4% active. AID 624268, 2012;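 active = inhibition above a per-plate cutoff of the control wells' mean inhibition plus 3 SD, cut at about 5.5% in these data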;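 note: 0% = DMSO wells median and 100% = median of wells with control inhibitor compound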
#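 assay system = parasite MetRS enzyme | timing = 15 min preincubation, 2 h reaction, all 25 °C | evaluation = percent inhibition relative to median high and low control wells | medium = HEPES buffer containing pyrophosphatase, BSA, spermine, DTT | compound = single dose, 11.9 µM final nominal, 0.9% final DMSO | detection = Kinase-Glo luminescence, ATP depletion format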
# CendR NRP1 mod: modulators of CendR peptide binding to NRP-1, primary screen, biochemical, fluorescence polarization, uHTS. Neuropilin-1 (Homo sapiens), O14786. AID 602438, 2012. 360,000 tested, 0.85% active. inhibition, % at 25 µM. FAM-RPARPAR peptide binding to NRP-1;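 active = inhibition or corrected inhibition above about 18%, plus a signal ratio from 0.5 to 1.5, limit read from the data, passing the limit was not always enough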; note: strong numbers were not always called active
# STEP block: STEP phosphatase inhibitors, primary screen, biochemical, fluorescence intensity, uHTS. inhibition, % at 20 µM. Tyrosine-protein phosphatase non-receptor type 5 (Homo sapiens), P54829. 360,000 tested, 0.25% active. recombinant STEP, OMFP fluorogenic substrate;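 active = inhibition at 20 µM, scaled per plate between control wells, above about 37%, limit read from the data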;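 note: 0% = DMSO with enzyme and substrate and 100% = substrate only without enzyme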
# Target sequence (P54829 whole entry, looked up): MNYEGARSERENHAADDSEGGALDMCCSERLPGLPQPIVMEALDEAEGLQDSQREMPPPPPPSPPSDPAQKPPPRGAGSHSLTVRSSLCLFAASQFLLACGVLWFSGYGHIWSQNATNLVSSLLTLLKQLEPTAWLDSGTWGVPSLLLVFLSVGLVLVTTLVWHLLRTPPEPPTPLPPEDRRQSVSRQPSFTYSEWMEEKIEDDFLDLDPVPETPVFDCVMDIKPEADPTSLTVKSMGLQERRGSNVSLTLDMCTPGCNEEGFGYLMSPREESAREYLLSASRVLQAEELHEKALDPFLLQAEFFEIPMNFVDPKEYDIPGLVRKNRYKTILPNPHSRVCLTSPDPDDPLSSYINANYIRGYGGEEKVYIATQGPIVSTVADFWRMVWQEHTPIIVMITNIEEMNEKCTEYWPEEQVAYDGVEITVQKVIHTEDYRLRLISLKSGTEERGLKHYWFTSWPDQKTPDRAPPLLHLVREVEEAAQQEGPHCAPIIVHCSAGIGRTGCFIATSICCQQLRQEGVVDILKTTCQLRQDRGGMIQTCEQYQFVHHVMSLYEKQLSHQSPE
#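 Assay system: isolated STEP enzyme / Timing: 20 min at room temperature, dark / Doses: 20 µM, 1% DMSO / Technique: fluorescence intensity, excitation 480 nm, emission 540 nm / Reagent: fluorogenic phosphatase substrate OMFP at 25 µM final / Measure: percent inhibition scaled to no-enzyme and uninhibited-enzyme controls, plate-pattern corrected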
# MsrA act: bovine MsrA enzyme activators, primary screen, biochemical, absorbance, HTS | Methionine sulfoxide reductase A (Bos taurus) | purified bovine MsrA, absorbance read-out | activation, % at 10.6 µM | 360,000 tested, 0.3% active; in the data active = activation above about 7.5%;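 note: 0% = vehicle and 100% = reference activator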
# LMPTP inh: LMPTP phosphatase inhibitors, primary screen, biochemical, fluorescence intensity, uHTS | inhibition, % at 20 µM | 360,000 tested, 0.22% active | recombinant LMPTP-A, OMFP fluorogenic substrate;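 active = compounds that cut the enzyme signal by at least half of the control window in the single-dose screen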;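 note: plate controls were DMSO wells with enzyme plus substrate for no effect and substrate without enzyme for full effect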
# Target sequence (P24666 whole entry, looked up): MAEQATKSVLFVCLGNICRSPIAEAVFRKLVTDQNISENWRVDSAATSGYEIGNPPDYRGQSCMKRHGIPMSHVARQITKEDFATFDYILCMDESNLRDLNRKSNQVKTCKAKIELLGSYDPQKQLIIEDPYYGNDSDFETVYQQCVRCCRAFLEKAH
#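 Test system: LMPTP-A phosphatase enzyme; input: 0.625 nM LMPTP-A final; reagent: OMFP substrate, 400 µM final; compound dosing: 20 µM single dose, 3% DMSO; incubation: 50 min dark incubation at room temperature; measured by: endpoint fluorescence intensity from OMFP dephosphorylation; measure: % inhibition relative to no-enzyme and uninhibited control wells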
# DNMT1 inh: human DNMT1 methyltransferase inhibitors, primary screen, biochemical, molecular beacon, fluorescence, HinP1I cleavage, uHTS; AID 588458, 2011; inhibition (reported as % activation of signal), % at 10 µM; 360,000 tested, 0.83% active; DNA (cytosine-5)-methyltransferase 1 (Homo sapiens), P26358; in the data active = inhibition above about 50%
# eLon inh: inhibitors of E. coli Lon protease, primary screen, biochemical, fluorescence polarization; P0A9M0; purified E. coli Lon protease; inhibition, % at 7.94 µM; 360,000 tested, 0.42% active; AID 602123, 2011; in the data active = inhibition above about 13%, passing the limit was not always enough;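 note: 0% = enzyme with probe and DMSO and 100% = no enzyme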
# MsrA inhibitor: bovine MsrA enzyme inhibitors, primary screen, biochemical, absorbance, HTS; Methionine sulfoxide reductase A (Bos taurus); purified bovine MsrA, absorbance read-out; inhibition, % at 15.5 µM; 360,000 tested, 0.75% active; AID 651718, 2012; in the data active = inhibition above about 4.5%;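 note: 0% = vehicle wells with enzyme and 100% = reference inhibitor wells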
# SUMO1 PPI mod: modulators of SUMO1 protein-protein interactions, primary screen, biochemical, uHTS; SUMO1 binding to a labelled peptide, TR-FRET, 1 h; inhibition, % at 20 µM; 360,000 tested, 0.33% active; in the data active = inhibition above about 37%
# Target sequence (P63165 whole entry, looked up): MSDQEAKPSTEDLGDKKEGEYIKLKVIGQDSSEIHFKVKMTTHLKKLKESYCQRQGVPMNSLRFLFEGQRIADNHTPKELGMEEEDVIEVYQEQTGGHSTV
# * = called active by the depositor; . = not tested or not shown. This is a random part of the collection (roughly 4.3% active in at least one column).
MsrA inhibitor,LMPTP inh,DNMT1 inh,TbMetRS inhib,eLon inh,CendR NRP1 mod,SUMO1 PPI mod,mol,Scp-1 inhibitor,STEP block,MsrA act
0.2,-2.2,0,-0.9,2,6,-7,Cc1ccc(/C=N/N2CCN(Cc3ccccc3)CC2)o1,-4,-1,-4
1.2,-0.8,0,-0.7,-1,-4,0,CC(=O)c1ccc(N2CCN(C(=O)CCN3C(=S)NC(C)(C)CC3C)CC2)cc1 (centres undefined),-6,5,-5
0.7,0.7,0,-0.1,-11,5,-7,O=C(/C=C/c1ccccc1)Nc1ccc(CN2CCOCC2)cc1,-1,0,-5
0.9,-1.2,3,0.0,-11,16,0,O=C(NCc1ccc2c(c1)OCO2)C1CCCN1C(=O)Nc1ccc(F)cc1 (centres undefined),-4,0,0
-0.3,-0.6,1,1.0,4,-7,-5,O=C(CN1CCCCC1)N/N=C/c1ccc(Cl)cc1Cl,-2,-2,-4
0.3,0.6,17,-0.7,1,1,5,COC(=O)c1c(NC(=O)c2ccoc2C)sc2c1CCC2,14,0,2
0.0,1.2,-4,0.0,3,-7,-1,Cc1cc(C)c(S(=O)(=O)NCC2CCC(C(=O)NCc3ccc4c(c3)OCO4)CC2)c(C)c1 (centres undefined),-9,1,-1
-0.5,1.3,-1,0.5,-1,5,5,CC(C)NC(=S)NNc1ncnc2sc3c(c12)CC(C)(C)OC3,-3,2,-1

# Three entries already listed, arranged by SMILES length, highest first.
MsrA inhibitor,LMPTP inh,DNMT1 inh,TbMetRS inhib,eLon inh,CendR NRP1 mod,SUMO1 PPI mod,mol,Scp-1 inhibitor,STEP block,MsrA act
0.9,-1.2,3,0.0,-11,16,0,O=C(NCc1ccc2c(c1)OCO2)C1CCCN1C(=O)Nc1ccc(F)cc1 (centres undefined),-4,0,0
-0.5,1.3,-1,0.5,-1,5,5,CC(C)NC(=S)NNc1ncnc2sc3c(c12)CC(C)(C)OC3,-3,2,-1
-0.3,-0.6,1,1.0,4,-7,-5,O=C(CN1CCCCC1)N/N=C/c1ccc(Cl)cc1Cl,-2,-2,-4

# Next compounds follow.
MsrA inhibitor,LMPTP inh,DNMT1 inh,TbMetRS inhib,eLon inh,CendR NRP1 mod,SUMO1 PPI mod,mol,Scp-1 inhibitor,STEP block,MsrA act
-0.3,1.0,2,-0.4,-7,1,-5,COc1cccc(/C=C2\SC(=S)N(N3C(=O)CCCC3=O)C2=O)c1,-11,0,0
2.3,-0.8,14,-0.5,1,0,0,Cc1c(C(=O)C(=O)NCc2cccs2)c2ccccc2n1C,-11,2,-3
1.1,0.2,0,-0.5,-16,-15,11,Cn1c(N)c(C(=O)CSc2nnc(N)s2)c(=O)n(C)c1=O,8,2,-8
1.1,0.2,7,-0.6,-8,1,2,CC(=O)c1c(C)n(-c2ccc(C)cc2)c2ccc(O)cc12,2,1,-1
2.7,-0.1,1,-0.2,-2,2,0,CC1CCc2nc(NC(=O)c3ccc(N4C(=O)CCC4=O)cc3)sc2C1 (centres undefined),23,-2,-4
3.5,-1.8,0,-0.3,1,6,-2,CCCCC1S/C(=N/N=C/c2ccco2)NC1=O (centres undefined),-1,1,-3
2.5,-1.5,-5,-0.1,-3,4,2,CC(=O)c1ccc(N2CCN(C(=O)Nc3ccc(Cl)cc3)CC2)cc1,-4,4,-6
0.7,0.2,2,-0.2,-2,-10,-2,Cc1ccc(-c2nn(CC(=O)NC(C)c3ccccc3)c(=O)c3ccccc23)cc1 (centres undefined),-1,1,0
0.8,-0.2,0,-1.9,0,-23,2,O=C(Nc1ccccc1)Nc1ccc(C(=O)N2CCOCC2)cc1,8,-1,1
-1.6,-0.5,6,-1.6,-2,21,-4,CN(CCc1ccccc1)C(=O)c1cccc(NC(=O)Cc2cccc(NC(=O)C3CCCN(C(=O)C4CCC4)C3)c2)c1 (centres undefined),-8,3,-2
1.1,-2.2,2,-0.3,-16,12,-44,COCCNC(=O)C1CC(c2ccc([N+](=O)[O-])cc2)=NO1 (centres undefined),-8,-3,-2
0.2,-2.5,2,-0.3,8,6,-3,CC(O)CNCCCOc1ccc(Cl)cc1C(C)(C)C (centres undefined),6,1,-3
1.3,0.7,-10,1.8,1,-4,-17,O=C(Nc1ccc(Cl)cc1)c1ccc(-n2cccn2)c([N+](=O)[O-])c1,-9,-1,-13
-0.1,-0.2,-4,-1.6,-3,-1,-3,C=C1c2cc(C)ccc2NC(=O)N1c1ccc(C)cc1,-1,-2,-10
-0.6,3.5,5,-1.4,-6,13,3,COCCCNC(=O)CCn1c(=O)c2ccccc2n(CC(=O)NCCc2ccc(OC)c(OC)c2)c1=O,12,-4,-10
0.7,-0.9,-2,-1.2,-3,6,-6,CCOc1ccc(NC(=S)N2CCN(c3ccc(N4CCOCC4)nn3)CC2)cc1,1,-2,-2
-0.3,-3.2,3,-0.9,-5,-4,0,CCN(CC)C(=O)C1CCCN(Cc2ccc(N(C)C)cc2)C1 (centres undefined),-11,0,-8
-0.2,-1.9,4,1.1,1,-10,-2,O=C(NN1CCOCC1)c1cccc2ccccc12,-8,-1,-2
-1.0,0.1,1,0.1,-3,-4,0,CCCc1c(C(=O)NNc2ccccc2OC)cnn1-c1ccccc1,-6,-3,-3
-1.2,0.6,0,-1.1,5,0,-7,c1ccc(-c2nccc(-c3ccco3)n2)nc1,-6,4,-7
0.6,-1.4,3,0.8,1,24,-1,Cc1cc(SCCC(=O)O)nc2c(C)cccc12,-12,2,-1
2.3,-0.5,4,-0.2,-7,-2,-10,CSC(=N/N=C(\N)c1cnccn1)SC,7,-4,-4
0.1,-1.1,3,-0.1,-10,-11,-3,CC(C)(C)OC(=O)N1CCC(C(N)=O)CC1,-7,-4,-6
0.5,-0.9,1,-0.5,-5,7,-3,COc1ccc(NS(=O)(=O)c2cc(C(=O)N(C)CCc3ccccn3)ccc2Cl)cc1,-5,0,-1
.,-0.5,-7,-0.3,-16,-19,4,COc1cc(/C=C2/C(=N)N3N=C(CC(=O)N4CCOCC4)SC3=NC2=O)ccc1OCc1ccccc1F,-4,-3,-2
1.2,-1.4,-2,-0.5,3,3,-24,COc1ccc(CN2C(=O)c3cccnc3C2=O)cc1S(=O)(=O)N(C)c1cccc(C)c1,-7,3,-2
0.9,-0.2,2,-0.3,4,13,-4,CCCOc1ccccc1N1C(=O)CC(N(O)c2ccccc2)C1=O (centres undefined),-3,3,-2
-1.5,0.6,-5,-1.3,-3,-1,-4,CCN(CCNC(=O)C1CCN(S(=O)(=O)c2c(C)noc2C)CC1)c1ccccc1,3,3,-10
1.5,-1.2,-3,-1.6,-8,3,3,COc1cc(NC(=O)c2ccco2)ccc1NC(=O)c1ccccc1Cl,-2,-6,-5
-2.0,-0.8,-1,-0.2,-8,1,5,CCCN(CC1CC1)C(=S)NC(=O)c1ccccc1C,.,2,-2
-0.8,-1.2,5,-1.2,-5,-3,-5,CCOC(=O)N1CCC(NC(=O)c2cc3sccc3n2CC)CC1,2,0,-8
0.3,0.3,0,-1.3,-1,0,-2,O=C(Nc1cccc(NC(=O)c2ccco2)c1)c1ccc2c(c1)OCCO2,2,-3,-11
0.8,0.1,1,-0.4,-5,-8,4,Cc1csc(NC(=O)CSc2nnc(Cc3cccn3C)n2-c2ccc(F)cc2)n1,-13,2,1
2.7,-1.7,-1,-0.7,0,-10,-4,COC(=O)c1sc(NC(=O)c2c(F)cccc2F)c(C#N)c1C,-5,1,-7
1.5,-0.1,-1,-1.3,6,-20,-2,O=C(CC1S/C(=N/N=C/C=C/c2ccccc2)NC1=O)Nc1ccc(C(=O)O)cc1 (centres undefined),30,3,-1
0.8,1.6,0,-1.2,3,5,3,CC1CCCC(NC(=S)Nc2ccc(SC(F)F)cc2)C1C (centres undefined),-7,0,-3
0.7,-1.6,3,-1.3,-6,11,-2,CCOc1ccc(CN(CCO)CCO)cc1C(=O)OC,6,-1,-6
0.0,-0.6,0,-0.2,-6,-3,4,O=C(NCCC1=CCCCC1)C1CCCN(S(=O)(=O)c2cccnc2)C1 (centres undefined),4,-2,-3
0.1,-2.1,1,0.3,0,-1,2,O=S1(=O)C[C@H]2NC(=S)N(c3ccccc3)[C@H]2C1,-6,-1,-4

# Structures shown so far containing two or more sulfur atoms:
MsrA inhibitor,LMPTP inh,DNMT1 inh,TbMetRS inhib,eLon inh,CendR NRP1 mod,SUMO1 PPI mod,mol,Scp-1 inhibitor,STEP block,MsrA act
-0.5,1.3,-1,0.5,-1,5,5,CC(C)NC(=S)NNc1ncnc2sc3c(c12)CC(C)(C)OC3,-3,2,-1
-0.3,1.0,2,-0.4,-7,1,-5,COc1cccc(/C=C2\SC(=S)N(N3C(=O)CCCC3=O)C2=O)c1,-11,0,0
1.1,0.2,0,-0.5,-16,-15,11,Cn1c(N)c(C(=O)CSc2nnc(N)s2)c(=O)n(C)c1=O,8,2,-8
2.3,-0.5,4,-0.2,-7,-2,-10,CSC(=N/N=C(\N)c1cnccn1)SC,7,-4,-4
0.8,0.1,1,-0.4,-5,-8,4,Cc1csc(NC(=O)CSc2nnc(Cc3cccn3C)n2-c2ccc(F)cc2)n1,-13,2,1
0.8,1.6,0,-1.2,3,5,3,CC1CCCC(NC(=S)Nc2ccc(SC(F)F)cc2)C1C (centres undefined),-7,0,-3
0.1,-2.1,1,0.3,0,-1,2,O=S1(=O)C[C@H]2NC(=S)N(c3ccccc3)[C@H]2C1,-6,-1,-4

# Bioassay records: PubChem, several laboratories
